Compound activity deposited in PubChem by Fisher Drug Discovery Resource Center.
hcGAS lum: human cGAS inhibition; Q8N884; recombinant h-cGAS, ATP depletion, Kinase-Glo luminescence; inhibition, % at 12.5 µM; actives 0.081% (n = 290,000); AID 1259398;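 also: 0% = vehicle reaction and 100% = reaction without DNA for no activity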
Target sequence (Q8N884 whole entry, looked up): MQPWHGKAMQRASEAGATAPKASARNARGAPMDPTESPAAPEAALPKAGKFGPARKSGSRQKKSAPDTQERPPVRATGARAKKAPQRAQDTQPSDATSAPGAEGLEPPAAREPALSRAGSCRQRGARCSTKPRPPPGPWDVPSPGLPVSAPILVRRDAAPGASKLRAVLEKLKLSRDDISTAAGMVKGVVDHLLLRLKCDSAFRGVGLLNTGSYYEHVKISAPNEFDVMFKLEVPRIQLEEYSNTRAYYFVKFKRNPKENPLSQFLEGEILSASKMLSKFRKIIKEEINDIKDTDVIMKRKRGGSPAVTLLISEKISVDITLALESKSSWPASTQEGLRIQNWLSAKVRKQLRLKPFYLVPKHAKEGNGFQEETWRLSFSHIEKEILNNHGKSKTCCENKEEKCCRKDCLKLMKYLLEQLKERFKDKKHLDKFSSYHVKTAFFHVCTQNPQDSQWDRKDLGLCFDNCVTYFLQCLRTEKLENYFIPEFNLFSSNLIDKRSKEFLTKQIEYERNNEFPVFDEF
NPYLR7 agonist: activates Aedes aegypti NPYLR7 receptor; HEK293T NPYLR7/Galpha15, GCaMP6s calcium fluorescence; actives 0.15% (n = 270,000); activation, % at 10 µM; in the data active = activation above about 40%;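 also: 0% = vehicle and 100% = reference agonist at the receptor; some compounds past the cut are filed as inactive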
mcGAS lum: blocks mouse cGAS activity. Q8C6L5. recombinant cGAS, Kinase-Glo ATP depletion luminescence. inhibition, % at 12.5 µM. actives 0.15% (n = 160,000). AID 1259399;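 also: 0% = negative control wells and 100% = reference inhibitor with no enzyme activity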
* marks the source's active call; other numbers are inactive results; · = not tested or not shown. Rule as the data show it, unless noted: active = inhibition above about 40%; inactive = the rest.

Start of the data: the first 2 records (preview)
Results follow in this order: hcGAS lum, NPYLR7 agonist, mcGAS lum
> CNc1cccc(-c2cncc3ccccc23)n1
 : -16, 2, ·
> CC(C)CC(=O)C(C#N)C(=O)Nc1ccccc1 (stereo not drawn)
 : 8, 6, ·

Results (from the top)
Results follow in this order: hcGAS lum, NPYLR7 agonist, mcGAS lum
> CNc1cccc(-c2cncc3ccccc23)n1
 : -16, 2, ·
> CC(C)CC(=O)C(C#N)C(=O)Nc1ccccc1 (stereo not drawn)
 : 8, 6, ·
> CSc1ccc(CN2CCC2(C)C(=O)NCc2cccnc2)cc1 (stereo not drawn)
 : -10, 0, ·
> O=[N+]([O-])c1ccccc1CN1CCC(N(c2ccc(F)cc2)S(=O)(=O)c2ccccc2)CC1
 : -7, 7, ·
> COCCC1(CNS(=O)(=O)N(C)C)CCCC1
 : 5, -11, ·
> CC(C)CNC(=O)c1ccc2c(=O)n(C(C)C)c3nn(C)c(=O)n3c2c1
 : -5, 2, -8
> CC(C)(C)OC(=O)N1CCC(O)(C(F)(F)F)C1 (stereo not drawn)
 : -1, 16, ·
> O=C(NCc1cccnc1)c1c(O)c2ccccc2[nH]c1=O
 : -2, 16, -3
> Cc1ccc(F)c(C(=O)N2CCn3cncc3C2)c1F
 : -3, -5, ·
> c1ccc(CN2CCCC3(CCCN(Cc4cc5n(n4)CCNC5)C3)C2)cc1 (stereo not drawn)
 : -3, 17, ·

The results go on.
Results follow in this order: hcGAS lum, NPYLR7 agonist, mcGAS lum
> CCc1ccc(CN(C)c2nc(-c3ccncc3)nc3c2CNC3)nc1
 : 0, 11, -15
> CN(C)c1ccc(C(=O)NCCCOCC2CCOC2)cc1 (stereo not drawn)
 : -15, -7, ·
> Cc1cc(Cl)cc(C)c1OCC(=O)OCC(=O)Nc1ccc2c(c1)OCCO2
 : -9, -1, -15
> O=C1C2C3C=CC(C3)C2C(=O)N1Cc1cccs1 (stereo not drawn)
 : -6, -14, -6
> O=C(NN=C1CCCC1)C1CCN(S(=O)(=O)c2cccs2)CC1
 : -2, -1, ·
> O=c1cc(-c2ccncc2)nc(-c2ccc(CN3C[C@H]4CC[C@H]3C4)cc2)[nH]1
 : -3, 7, ·
> COc1cc2c(cc1OC)C(=O)Cc1ccc3c(c1CN(C)CC2)OCO3
 : -5, 3, -4
> COc1ccc(-c2nnc3ccc(OCCNC(=O)Cc4ccccc4)nn23)cc1OC
 : -6, -8, -8
> CCOC(=O)Nc1cc(-c2ccc(C)c(NS(C)(=O)=O)c2)nn2c(C)nnc12
 : 1, -2, -1
> Nc1cc(S(=O)(=O)C(F)F)ccc1Cl
 : -1, 3, ·

Quoted from the listing:
Entry of COc1ccc(-c2nnc3ccc(OCCNC(=O)Cc4ccccc4)nn23)cc1OC under NPYLR7 agonist: -8
Entry of COc1cc2c(cc1OC)C(=O)Cc1ccc3c(c1CN(C)CC2)OCO3 under NPYLR7 agonist: 3
Entry of Cc1cc(Cl)cc(C)c1OCC(=O)OCC(=O)Nc1ccc2c(c1)OCCO2 under mcGAS lum: -15
Entry of O=C1C2C3C=CC(C3)C2C(=O)N1Cc1cccs1 (stereo not drawn) under mcGAS lum: -6
Entry of O=C(NN=C1CCCC1)C1CCN(S(=O)(=O)c2cccs2)CC1 under hcGAS lum: -2
Entry of CN(C)c1ccc(C(=O)NCCCOCC2CCOC2)cc1 (stereo not drawn) under NPYLR7 agonist: -7
Entry of O=c1cc(-c2ccncc2)nc(-c2ccc(CN3C[C@H]4CC[C@H]3C4)cc2)[nH]1 under hcGAS lum: -3

Carrying on:
Results follow in this order: hcGAS lum, NPYLR7 agonist, mcGAS lum
> CN(Cc1cnc(N2CCOCC2)s1)C1CCCc2ccccc21 (stereo not drawn)
 : -2, -1, -11
> Cc1ccc(C=C2SC(=S)N(CCCCC(=O)O)C2=O)o1
 : -4, 9, -3
> COCc1cc(C)nc(OCC(=O)N/N=C\c2ccc(-c3ccc(Cl)c([N+](=O)[O-])c3)o2)c1C#N
 : 4, 0, 1
> COCCCNc1nc2ccccn2c(=O)c1C=C1SC(=S)N(Cc2ccco2)C1=O
 : -6, 4, -6
> Cc1ccc(-c2nc(C=Nc3ccc(I)cc3C)c(O)o2)cc1
 : -1, 0, -1
> Cc1ccc(C(C)(C)CNC(=O)NC(C)c2nncn2C)cc1 (stereo not drawn)
 : -7, 10, ·
> O=C(Nc1cccc(-c2cccc(Cl)c2)c1)C1CCN(C(=O)c2ccncc2)CC1
 : -7, 15, -10
> CCC(C)c1ccc(C(NS(=O)(=O)c2ccc(C(N)=O)cc2)C(C)C)cc1 (stereo not drawn)
 : -11, 0, ·
> CCc1cccc2c(C(CC(=O)NCc3ccc(F)cc3)c3cccc(C(F)(F)F)c3)c[nH]c12 (stereo not drawn)
 : -1, 3, -3
> COc1ccc(Oc2cc(N3CCN(C(=O)c4cccc([N+](=O)[O-])c4)C(C)C3)ncn2)cc1 (stereo not drawn)
 : -6, 6, -5

(more compounds)
Results follow in this order: hcGAS lum, NPYLR7 agonist, mcGAS lum
> COc1ccc(-c2nc(N(CCC(=O)N3CCN(c4ccccc4F)CC3)CCc3ccccc3)c3ccccc3n2)cc1
 : -2, 13, -5
> Cc1cc(C)n2c(Nc3c(C)cccc3C)c(-c3cccc(F)c3)nc2n1
 : -7, ·, -10
> CCN(CC)C(=O)c1cc(NC(=O)Nc2ccc(C)c(C)c2)ccc1N1CCCC1
 : -6, -8, -9
> C[C@@H](NCCc1ccc(O)cc1)[C@@H](O)c1ccc(O)cc1
 : 14, 1, 0
> COCCN(Cc1c(C)nn(-c2ccccc2)c1Oc1cccc(C)c1)CC(O)Cc1ccccc1 (stereo not drawn)
 : -3, 14, -8
> Cc1cccc(C)c1Nc1c(CC(C)C)nc2c(Br)cc(Br)cn12
 : -6, 17, -8
> CC(SCc1cn2cc(Cl)ccc2n1)C(=O)O (stereo not drawn)
 : -11, 10, -3
> O=S(=O)(NC1CCCN(c2ncccn2)C1)c1ccc(Cl)cc1F (stereo not drawn)
 : -6, 17, ·
> O=C(COCc1ccccc1)NC1CC2CCC(C1)N2Cc1ccoc1 (stereo not drawn)
 : -1, -6, -2
> CC#CCN1CCc2nc3ccccc3c(C(=O)N3CCCC(CO)C3)c2C1 (stereo not drawn)
 : -6, -1, ·

The results go on:
Results follow in this order: hcGAS lum, NPYLR7 agonist, mcGAS lum
> COc1cccc(-c2cnc(-c3ccc(CNC(=O)C(C)(C)OC(C)=O)cc3)[nH]2)c1
 : -10, 3, -6
> Cc1cc(C)n(C2CN(C(=O)C3(N(C)C)Cc4ccccc4C3)C2)n1
 : -4, 4, ·
> COc1ccc(OC)c(Cc2nnc(CCC(=O)NC(C)Cc3cccs3)o2)c1 (stereo not drawn)
 : -3, 3, -5
> CC1CCC2(CC1)NC(=O)N(NC(=O)CSc1nnc3n1CCCCC3)C2=O (stereo not drawn)
 : -10, 4, ·
> Cc1cc(C)c(C#N)c(SCCSc2nc(C)cc(C)c2C#N)n1
 : -2, -2, ·
> C=C(C)COc1ccccc1C(=O)N1CCc2[nH]nc(C(C)C)c2C1
 : -6, -3, ·
> O=C(CN1CCC(NC(=O)C2CC2c2ccccc2Cl)CC1)Nc1ccccc1 (stereo not drawn)
 : -13, 0, ·
> Cc1nn(Cc2ccc(C(=O)N/N=C/c3c(Cl)cccc3Cl)o2)c(C)c1Cl
 : -1, 4, ·
> O=C(NC(c1cccnc1)C(F)(F)F)c1cn(CCN2CCOCC2)nn1 (stereo not drawn)
 : -8, 2, -12
> Cc1nccn1CCCNc1ncc(Br)cn1
 : -10, -4, -12

The listing continues.
Results follow in this order: hcGAS lum, NPYLR7 agonist, mcGAS lum
> O=C(NCCC(O)C(F)(F)F)C1CC2CCC1C2 (stereo not drawn)
 : 1, 1, ·
> O=C(c1cccc2ccccc12)C1CCCN(C(=O)c2ccco2)C1 (stereo not drawn)
 : 2, 1, -2
> O=C(CCc1nc2ccccc2s1)NCCCc1nc2ccccc2s1
 : -6, 22, ·
> COc1ccc(C(=O)Nc2nc(-c3ccc(F)cc3)cs2)c(OC)c1
 : 3, -1, 0
> COc1ccccc1SC(C)C(=O)NC(N)=O (stereo not drawn)
 : -9, 3, ·
> CC1(C)CC(CC(=O)O)CC(C)(C)N1
 : -6, -2, -4
> CCOc1cc(C(=O)NCCc2csc3nc(-c4ccc(C)cc4)nn23)cc(OCC)c1OCC
 : 0, -2, -1
> COc1ccc(OCc2coc(-c3ccccc3)n2)c([N+](=O)[O-])c1
 : -7, -7, ·
> COc1cc(C(C)=O)ccc1OCC(O)Cn1nc(C)c(C)c1C (stereo not drawn)
 : -5, 2, ·
> COc1ccc(CCNC(=O)N2CCc3nc(Nc4cc(OC)c(OC)c(OC)c4)ncc3C2)cc1OC
 : -4, -7, -4

Further entries:
Results follow in this order: hcGAS lum, NPYLR7 agonist, mcGAS lum
> C=CCn1c(SCC(=O)NC2CCCCC2)nc2sc(C)c(C)c2c1=O
 : -3, 1, -5
> Cc1n[nH]c(C)c1C(C)Nc1nc(C2CCCC2)nc2c1cnn2C (stereo not drawn)
 : -2, 2, -8
> COc1ccc(NC2CCCN(C(=O)c3ccc4nc(C)c(C)nc4c3)C2)cc1OC (stereo not drawn)
 : -1, 7, ·
> COc1ccc(C2C(=C(O)c3ccc(Cl)cc3)C(=O)C(=O)N2CCN2CCOCC2)cc1 (stereo not drawn)
 : 1, -1, -2
> COCCN(Cc1csc(COc2ccccc2)n1)C(=O)c1ccccc1C
 : 2, -1, -1
> Cc1ccc(NC(=O)Cn2cnc3c(nnn3-c3cc(C)cc(C)c3)c2=O)cc1
 : -4, -3, -8
> CCCN(C)C(=O)c1ccnc(Br)c1
 : -17, -2, ·
> CCOCCCN(CC(=O)N(CCc1ccc(OC)c(OC)c1)Cc1cccs1)C(=O)c1ccc(-c2ccccc2)cc1
 : -7, 20, -3
> C(=N/Nc1ccc2nncn2n1)/c1ccccc1
 : -7, -2, -8
> O=C(C=Cc1cccs1)NC12CC3CC(CC(C3)C1)C2
 : 0, -6, ·

Further records follow:
Results follow in this order: hcGAS lum, NPYLR7 agonist, mcGAS lum
> COCCN1CCC(NC(=O)CCc2ccc(F)cc2)C1 (stereo not drawn)
 : -6, 7, ·
> Cc1ccc(NC(=O)Nc2c(-c3cc(C)cc(C)c3)nc3cc(C)ccn23)cc1
 : -3, -8, -5
> CCOC(=O)c1c(C)nn(-c2ccc(C(=O)NCc3ccc(OC)cc3)cc2)c1C
 : -3, 0, -3
> CCn1cc(C(=O)NCCc2ccccc2OC)c2nn(-c3ccccc3)c(=O)c-2c1
 : -5, -3, -9
> Cc1ccccc1-n1ncc(C(=O)OCC(=O)N2CCCCC2)c1N
 : -9, 0, -16
> CCOC(=O)c1cc(-c2cccc(OC)c2)n(-c2ccc(C(=O)NC(C)CCc3ccccc3)cc2)n1 (stereo not drawn)
 : 0, 7, -4
> Cc1ccccc1N1CCN(C2CCCN(C(=O)CCc3ccccc3)C2)CC1 (stereo not drawn)
 : -4, -1, ·
> Cc1noc(C)c1CC(=O)N1CCCC(Nc2ccc3c(c2)OCCO3)C1 (stereo not drawn)
 : -6, 2, ·
> Cc1cc(C)cc(OC(C)C(=O)N2CCN(c3ccc4nnc(C)n4n3)CC2)c1 (stereo not drawn)
 : -3, 2, -8
> CCCN1C(=O)C(=Cc2c(N3CCC(C)CC3)nc3ccc(C)cn3c2=O)SC1=S
 : 18, 5, 4
> CCCCOC(=O)c1ccc(O)cc1
 : -7, 0, -6

An excerpt of these results, with tabs:
smiles	hcGAS lum	NPYLR7 agonist	mcGAS lum
Cc1ccc(F)c(C(=O)N2CCn3cncc3C2)c1F	-3	-5	·
c1ccc(CN2CCCC3(CCCN(Cc4cc5n(n4)CCNC5)C3)C2)cc1 (stereo not drawn)	-3	17	·
